Screening results (PubChem BioAssay)
NS5 inhibitors: Dengue-2 NS5 methyltransferase inhibitors, primary screen, biochemical, confirmation dose response (AID 588689) | hit rate 0.3% among 340,000 | Dengue-2 NS5 methyltransferase capping enzyme assay, biochemical; higher % means a stronger effect | one-dose inhibition, % at 25 µM; IC50 in µM for titrated hits; in the data active = a potency from the dose series; inconclusive = inhibition above about 29% without an active follow-up result
LYP inhibition: inhibitors of LYP phosphatase, biochemical, fluorescence intensity, uHTS (AID 1779); Tyrosine-protein phosphatase non-receptor type 22 (Homo sapiens); hit rate 0.054% among 290,000; recombinant LYP phosphatase, fluorescence intensity; higher % means a stronger effect; inhibition, % at 11.5 µM, or IC50 in µM where a hit was titrated; in the data active = inhibition above about 50%;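 note: plate controls were vehicle with enzyme for no effect and no enzyme for full effect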
AID2073: inhibitors of Mint1-CaV2.2 protein interaction, biochemical, HTRF (AID 2073); inhibition, % at 20 µM, or IC50 in µM where a hit was titrated; hit rate 0.19% among 290,000; HTRF protein-protein interaction, Mint1-CaV2.2; higher % means a stronger effect; Voltage-dependent N-type calcium channel subunit alpha-1B (Homo sapiens); in the data active = inhibition mostly above about 51%, no sharp cut-off; inconclusive = no clear call, values can overlap the other calls; inactive = mostly below about 53%; note: some results filed as inactive read as strong as hits
RSV CPE inhibition: RSV antiviral activity via CPE protection, HEp-2 cells, primary 10 µM value included (AID 2391); HEp-2 cells, RSV-induced CPE inhibition; higher % means a stronger effect; CPE inhibition, % at 10 µM, or IC50 in µM where a hit was titrated; hit rate 0.13% among 310,000; in the data active = a potency from the dose series; inconclusive = CPE inhibition mostly from about 23% at the one dose, without a potency; inactive = the rest, 99 in 100 with CPE inhibition below about 21%; note: strong numbers were not always called active
HIV fusion peptide: inhibitors of HIV fusion peptide binding, primary screen, biochemical, uHTS, fluorescence dequenching (AID 1986); cell-free peptide binding, fluorescence dequenching, 30 min; higher % means a stronger effect; hit rate 0.3% among 290,000; inhibition, % at 20 µM, or IC50 in µM where a hit was titrated; in the data active = inhibition mostly above about 52%, no sharp cut-off; inactive = mostly below about 76%; note: some results filed as inactive read as strong as hits
Siah-1 displacement: Siah-1 peptide-binding antagonists, primary screen, biochemical, fluorescence polarization, rhodamine-plectin, uHTS (AID 1817); E3 ubiquitin-protein ligase SIAH1 (Homo sapiens); Siah-1 / rhodamine-plectin peptide fluorescence polarization; higher % means a stronger effect; displacement, % at 20 µM; hits with a dose series show IC50 in µM; hit rate 0.02% among 290,000;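 active = displacement of at least 50% at 20 µM, with a fluorescence ratio check between 0.3 and a set limit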;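 note: plate controls were Siah plus tracer with DMSO for no effect and tracer alone without Siah for full effect; strong numbers were not always called active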
SV40 large T antigen: SV40 large T antigen inhibitors, biochemical (AID 1903); hit rate 0.39% among 310,000; SV40 large T antigen ATPase/helicase inhibition assay; higher % means a stronger effect; inhibition, % at 20 µM, or IC50 in µM where a hit was titrated; in the data active = a potency from the dose series; inconclusive = inhibition mostly from about 32% at the one dose, without a potency; inactive = the rest, 99 in 100 with inhibition below about 32%; note: strong numbers were not always called active
XIAP antagonists: XIAP antagonists, biochemical, IAP family, fluorescence polarization (AID 1018). E3 ubiquitin-protein ligase XIAP (Homo sapiens). XIAP BIR domain, fluorescence polarization peptide displacement; higher % means a stronger effect. displacement, % at 20 µM, or IC50 in µM where a hit was titrated. hit rate 0.007% among 200,000; in the data active = displacement above about 50%; note: a part of the inactive calls stands beside numbers as strong as those of hits
MgcRacGAP inhibition: MgcRacGAP GTPase-activating activity inhibitors, confirmation, biochemical, ADP Hunter fluorescence; Rac GTPase-activating protein 1 (Homo sapiens); MgcRacGAP-stimulated Rac1 GTP hydrolysis, ADP Hunter fluorescence; higher % means a stronger effect; GST-tagged Rac1 F28L mutant substrate; inhibition, % at 30 µM, or IC50 in µM where a hit was titrated; hit rate 0.6% among 340,000; AID 624330, 2012;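 active = first-screen hits whose inhibition reached a set limit at any dose in the follow-up dose series; inconclusive = inhibition above the set first-screen limit but never retested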;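 note: fluorescence reports GDP produced by GAP-driven GTP hydrolysis; strong numbers were not always called active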
NS5 inhibitors pilot replicate: recorded beside NS5 inhibitors, whose call it bears; inhibition, %; measured here: pilot screen replicate inhibition
* marks the source's active call; other numbers are inactive results; ? = inconclusive; . = no result given; & = joins results of further samples.

SMILES	NS5 inhibitors	LYP inhibition	AID2073	RSV CPE inhibition	HIV fusion peptide	Siah-1 displacement	SV40 large T antigen	XIAP antagonists	MgcRacGAP inhibition	others
O=C(NCc1cccs1)C(=O)c1cn(CC(=O)N2CCCC2)c2ccccc12	-8%	-4%	-2%	-0.1%	-1.0%	-2%	9%	4.3%	5%
CCCn1c(=O)c(C(=O)Nc2cc(C)ccn2)c(O)c2ccccc21	-2%	-5%	11%	?	0.4%	5%	8%	.	5%
COc1ccc(-c2cnnn2-c2ccc(NC(=O)c3ccco3)cc2)cc1OC	1%	-2%	10%	-1.9%	0.1%	1%	4%	-1.9%	4%
COC(c1ccccc1)c1nnc(CCC(=O)N(C)CCCC2CCCC2)o1 (stereo not drawn)	-8%	0%	3%	0.6%	1.0%	-3%	2%	-2.6%	0%
Cc1c(CCC(=O)O)c(=O)oc2cc3occ(-c4ccc(Br)cc4)c3cc12	18%	-3%	32%	?	61%	5%	10%	.	.
Cn1c(=O)c(C(=O)CN2CCc3ccccc32)c(N)n(Cc2ccccc2)c1=O	6%	-4%	3%	2.2%	2.1%	1%	11%	-6.4%	4%
CCOC(=O)c1ccccc1OCc1cc(/C=N/n2cnnc2)ccc1OC	-4%	-2%	-12%	0.3%	-3.3%	-4%	-5%	-1.0%	3%
O=C(c1cccc(Oc2c(Cl)cccc2[N+](=O)[O-])c1)N1CCCCC1	1%	-2%	6%	1.8%	-2.0%	4%	2%	-4.7%	2%
Cc1onc(-c2ccccc2Cl)c1C(=O)NCc1cccnc1	-7%	-2%	4%	-0.8%	3.4%	2%	4%	-1.4%	5%
Cc1ccc(S(=O)(=O)N2CCN(C(=O)c3ccc(-n4cncn4)c([N+](=O)[O-])c3)CC2)cc1C	5%	.	.	3.8%	.	.	5%	.	8%
Cc1cc(C(=O)CCC(=O)NCc2ccccc2F)c(C)s1	-7%	.	.	-0.9%	.	.	0%	.	-11%
COCCn1c(N)c(Sc2ccccc2)c(=O)[nH]c1=O	-4%	-2%	-1%	1.6%	0.2%	-3%	7%	.	4%
CCN(CC)CCN(C(=O)c1ccc(Br)s1)c1nc2cc3c(cc2s1)OCO3	-7%	-7%	-9%	-0.6%	1.5%	3%	9%	-3.9%	9%
CC1CCCCN1CCCNC(=O)c1nn(C)c2c1CSc1ccccc1-2 (stereo not drawn)	-12%	-11%	48%	-0.9%	-1.6%	0%	26%	.	11%
COc1ccc(C(=O)N2CCN(C3CCC(c4ccccc4)CC3)CC2)cc1OC (stereo not drawn)	-6%	3%	-2%	-1.3%	1.3%	-1%	11%	0.7%	24%
CCOc1ccccc1NC(=O)NC1Cc2ccccc2C1	1%	18%	-1%	0.8%	1.1%	4%	25%	.	.
Cc1c(C#N)c(O)[nH]c(=O)c1N=Nc1ccc(S(N)(=O)=O)cc1	16%	1%	1%	-0.6%	12%	-2%	-2%	.	5%
COc1ccc(Cc2c(O)nc(SCC(=O)NC34CC5CC(CC(C5)C3)C4)[nH]c2=O)cc1	-3%&4%	0%&-3%	10%&4%	-2.3%&4.0%	0.0%&4.4%	15%&11%	5%&10%	-2.7%	13%&8%
O=C1CN(C(=O)c2ccccc2[N+](=O)[O-])C(c2ccccc2)c2cc(Br)ccc2N1 (stereo not drawn)	1%	-4%	2%	5.5%	-1.7%	0%	5%	.	9%
O=C(Nc1nccs1)C1CCCN1/C=C/C(=O)C(F)(F)F (stereo not drawn)	1%	-6%	9%	0.6%	-0.2%	0%	2%	.	-2%

In the list so far, these have fluorine:
SMILES	NS5 inhibitors	LYP inhibition	AID2073	RSV CPE inhibition	HIV fusion peptide	Siah-1 displacement	SV40 large T antigen	XIAP antagonists	MgcRacGAP inhibition	others
Cc1cc(C(=O)CCC(=O)NCc2ccccc2F)c(C)s1	-7%	.	.	-0.9%	.	.	0%	.	-11%
O=C(Nc1nccs1)C1CCCN1/C=C/C(=O)C(F)(F)F (stereo not drawn)	1%	-6%	9%	0.6%	-0.2%	0%	2%	.	-2%

The listing picks up, starting two compounds before the break.
SMILES	NS5 inhibitors	LYP inhibition	AID2073	RSV CPE inhibition	HIV fusion peptide	Siah-1 displacement	SV40 large T antigen	XIAP antagonists	MgcRacGAP inhibition	others
O=C1CN(C(=O)c2ccccc2[N+](=O)[O-])C(c2ccccc2)c2cc(Br)ccc2N1 (stereo not drawn)	1%	-4%	2%	5.5%	-1.7%	0%	5%	.	9%
O=C(Nc1nccs1)C1CCCN1/C=C/C(=O)C(F)(F)F (stereo not drawn)	1%	-6%	9%	0.6%	-0.2%	0%	2%	.	-2%
CCC(C)c1ccccc1NC(=S)NC(=O)c1ccco1 (stereo not drawn)	-8%	-3%	4%	4.2%	1.7%	9%	5%	.	8%
C/C(=N\NC(=O)Cn1nc(C)c([N+](=O)[O-])c1C)c1ccc(Cl)s1	-8%	-8%	1%	0.2%	-2.1%	-7%	4%	.	5%
Cc1ccc(CNC(=O)C2CCC(=O)N2Cc2ccc(F)cc2)cc1 (stereo not drawn)	2%	-7%	3%	0.8%	0.1%	-2%	15%	.	7%
CC1CC(C)CN(c2ncc3c(n2)CC(c2ccc(Cl)cc2)CC3=O)C1 (stereo not drawn)	-3%	-1%	1%	2.4%	-3.2%	1%	-2%	0.6%	-5%
COc1ccc(Cl)cc1S(=O)(=O)n1nnc2ccccc21	-9%	-8%	5%	0.2%	0.3%	4%	17%	-2.2%	1%
Cc1cc(C)n(CCCNC(=O)c2ccc(C)c(S(=O)(=O)N3CCOCC3)c2)n1	5%	.	.	-0.6%	.	.	11%	.	3%
Cc1ccc(C(=O)N/C(=C\c2ccc(-c3ccc([N+](=O)[O-])cc3)o2)C(=O)NC2CCS(=O)(=O)C2)cc1 (stereo not drawn)	?	3%	15%	1.0%	9.0%	0%	0%	1.7%	2%
c1cncc(-c2nc(N3CCOCC3)c3c4c(sc3n2)CCC4)c1	1%	-2%	9%	11%	-0.4%	-2%	5%	-2.2%	6%
COc1ccccc1NC(=O)C1CCN(C(=O)NCc2ccccc2)CC1	-12%	-4%	-5%	0.5%	0.8%	2%	7%	.	6%
Cn1c2c(c(=O)n(C)c1=O)CN(CCN1CCNCC1)CN2	-7%	-6%	-22%	2.9%	-1.7%	-3%	1%	-2.3%	9%
COc1ccc(NC(=S)NCCc2ccc(Cl)cc2)c(OC)c1	-5%	-3%	-10%	4.7%	-1.8%	2%	6%	-5.2%	6%
FC(F)(F)c1cccc(/C=N/NC(=S)NC2CCCCC2)c1	1%	3%	7%	1.7%	-1.7%	5%	0%	-7.3%	0%
CCOC(=O)Nc1ccc2c(c1)nc(CN1CCOCC1)n2C	-12%	-4%	-9%	3.6%	-0.6%	0%	10%	-0.1%	5%
O=C(NCc1ccccc1)C1CCC(=O)N(CC2CCCCC2)C1 (stereo not drawn)	-6%	-5%	25%	2.3%	2.5%	0%	7%	.	8%
O=C(NCc1ccc(S(=O)(=O)Nc2ccccc2Cl)s1)c1ccccc1	.	-10%	2%	.	1.7%	4%	9%	.	.
c1ccc(-n2c3ccccc3c3ccccc32)cc1	.	-5%	4%	1.7%	0.3%	0%	4%	.	.
N#Cc1c(N)n(Cc2ccccc2)c(=O)c2cc([N+](=O)[O-])ccc12	11%	-7%	2%	2.1%	0.1%	-2%	14%	.	9%
Cc1ccc2ncccc2c1N	-4%	-11%	-7%	2.1%	-1.4%	5%	13%	-1.5%	6%
O=C(CN1C(=O)NC2(CCCC2)C1=O)OCc1ccc(F)cc1	2%	.	.	-1.5%	.	.	15%	.	1%
COc1ccc(C(=O)CCN2CCCC(C)C2)cc1 (stereo not drawn)	-1%	-4%	0%	-0.4%	-0.8%	-4%	5%	.	8%
Cc1ccc(SC(C)C(=O)Nc2ncn[nH]2)cc1 (stereo not drawn)	-3%	-7%	17%	1.7%	-0.4%	-4%	6%	-6.2%	4%
Cc1nc(CN(C)C(=O)CC2C(=O)NCCN2Cc2ccc(F)cc2)cs1 (stereo not drawn)	0%	-8%	3%	0.4%	0.3%	10%	21%	.	4%
CCCC(C)C(=O)Nc1nc(C)c(-c2csc(Nc3cc(OC)ccc3OC)n2)s1 (stereo not drawn)	-5%	0%	4%	5.9%	4.8%	-2%	12%	-3.8%	5%
CN(/C=C/C(=C/C=[N+](C)c1ccccc1)OCCCS(=O)(=O)[O-])c1ccccc1	-4%	0%	21%	0.8%	72%*	7%	4%	-8.2%	1%
CNc1nc(N)c([N+](=O)[O-])c(N2CCCCCC2)n1	-7%	-6%	7%	2.8%	-2.0%	0%	-3%	.	4%
CC(C)(Oc1ccc(Cl)cc1)C(=O)OCC(=O)Nc1ncc(Cl)cc1Cl	-7%	5%	-1%	-1.3%	1.7%	-2%	0%	-1.8%	8%	NS5 inhibitors pilot replicate=2.7
Cc1cc(-c2ccccc2)n2ncc(C#N)c2n1	-2%	-2%	43%	0.4%	4.0%	-2%	5%	-0.3%	-2%
NC(=O)C1CCN(C(=O)c2ccc3nc(-c4ccccc4)c(-c4ccccc4)nc3c2)CC1	-7%	-9%	5%	1.4%	0.6%	1%	14%	.	9%
COc1ccc(OC)c2c1CC(C)(C)NC2=O	3%	-11%	15%	0.2%	0.1%	4%	1%	-0.2%	2%
O=C(NCCSc1c[nH]c2ccccc12)c1ccc(Br)o1	-6%	-5%	-4%	3.3%	-1.4%	0%	6%	-0.8%	12%
CCN(CC)C(=O)c1cc2c(=O)c3cc(Cl)ccc3oc2nc1C	3%	-8%	9%	3.3%	-0.4%	-6%	-1%	4.6%	7%
Cc1ccc(CNC(=O)c2ccccc2CCc2ccccc2)cc1	0%	3%	2%	2.3%	1.0%	16%	6%	-0.6%	10%
CC(C)CN(CC(C)C)C(=O)CS(=O)(=O)Cc1ccccc1	-3%	-10%	7%	-0.7%	-0.6%	2%	12%	-7.1%	6%
CC(NC(=O)COC(=O)CCc1ccccc1)c1ccccc1 (stereo not drawn)	3%	-4%	1%	-0.1%	-1.2%	-1%	6%	-7.5%	4%
Cc1ccc(CNC(=O)c2ccc(Br)o2)cc1	-6%	-9%	37%	2.4%	3.1%	1%	-4%	-0.2%	9%
COC(=O)C1(C)CCC(C(=O)Nc2ccccc2)C1(C)C (stereo not drawn)	6%	.	.	0.6%	.	.	14%	.	13%
CCn1cc(/C=C(\NC(=O)c2ccc(C)cc2)C(=O)NCCN2CCOCC2)c2ccccc21	-29%	-10%	0%	.	1.0%	-6%	.	.	-35%
O=C(N/N=C1\CCc2ccccc21)c1ccccc1O	0%	4%	6%	0.6%	0.0%	-1%	13%	-0.9%	-5%
CN1CCN(CCCNC(=O)CCc2nnc3n(Cc4ccccc4Cl)c(=O)c4ccccc4n23)CC1	-4%	-5%	12%	0.4%	-0.1%	0%	8%	.	-10%
O=C(OCc1ccc2c(c1)OCO2)c1ccc(S(=O)(=O)N2CCCC2)cc1	-1%	-5%	11%	1.7%	-0.8%	1%	6%	-2.0%	2%
